SKN-1 block – blocks SKN-1 activity in C. elegans; C. elegans VP596 Pgst-4::GFP/RFP ratio, acrylamide-induced, 24 h; inhibition, % at 21.8 µM; actives 0.49% (n = 360,000);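 active = interference check ratio from 0.5 to 1.5 plus GFP to RFP signal ratio inhibition reaching or exceeding a fixed threshold, cut at about 30% in these data, passing the limit was not always enough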; note: some compounds called inactive have numbers as strong as hits
Rin1-Abl PPI inh – inhibitors of human Rin1-Abl protein interaction. actives 0.4% (n = 360,000). AID 588664. TR-FRET Rin1/Abl binding, biochemical. inhibition, % at 7.35 µM; in the data active = inhibition above about 5%, passing the limit was not always enough
Neddyl block – cullin neddylation inhibition | AID 651699 | calls only at 25 µM | actives 0.58% (n = 360,000) | TR-FRET cullin neddylation, biochemical; in the data active = inhibition above about 36%
FAS-TE inh – inhibitors of human fatty acid synthase thioesterase domain. AID 602261. P49327. actives 0.67% (n = 360,000). recombinant FAS-TE, OMFH fluorogenic substrate, fluorescence endpoint. inhibition, % at 15 µM;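 active = compounds whose normalised, plate-corrected inhibition of enzyme fluorescence in the single-dose primary screen is 50% or more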;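 note: 0% = DMSO with enzyme and 100% = substrate without enzyme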
MT1-MMP act inh – MT1-MMP (human) activation inhibition; actives 0.061% (n = 360,000); HT1080 RFP-PRO-GFP cells, GFP/RFP ratio fluorescence, overnight; percent of plate control window, DMSO zero; GFP/RFP ratio change, % at 20 µM;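 active = GFP/RFP ratio change of at least 30% with cell ATP level not reduced by more than half and red fluorescence within 50% of control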; note: strong numbers were not always called active
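Material – HT1080 RFP-PRO-GFP cells · Control set – DMSO wells and RFP-L50D-GFP cells · Incubation – overnight cell settling, then overnight compound exposure, 37 °C, 5% CO2 · Compound dosing – single-point 20 µM compound, 1% DMSO · Read-out – GFP/RFP fluorescence ratio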
NadD block – NadD (S. aureus) enzyme inhibition; purified NadD enzyme, colorimetric absorbance read-out; inhibition, % at 20 µM; actives 0.78% (n = 360,000); AID 602399; in the data active = inhibition above about 26%; note: some compounds past the cut are filed as inactive
CSN inh – CSN deneddylation inhibition | Purified CSN, SCF-Nedd8-OG deneddylation, fluorescence polarization | inhibition, % at 12.5 µM | actives 0.38% (n = 360,000);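 active = pattern-corrected inhibition above about 35%, with an unprinted fluorescence ratio check between 0.5 and 1.5, limit read from the data, passing the limit was not always enough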;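 note: 0% = enzyme with substrate and 100% = substrate without enzyme; some results filed as inactive read as strong as hits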
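Assay system: HEK293T-derived human Csn5 enzyme; quantity: 0.24 nM enzyme; medium: Tris/NaCl/DTT buffer, pH 7.5; also added: substrate SCFSkp2-Nedd8OG, 10 nM; doses: 12.5 µM compound; schedule: 90 min reaction at room temperature; signal: FP; read-out: % inhibition of substrate cleavage by Csn5; benchmarks: substrate-only high control, full reaction low control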
MLLE-PAM2 inh – blocks PAM2 peptide binding to the PABP1 MLLE domain. P11940. GST-MLLE / FITC-PAM2 fluorescence polarization. inhibition, % at 20 µM. actives 0.36% (n = 360,000); in the data active = inhibition above about 35%, passing the limit was not always enough;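 note: plate controls were DMSO wells with GST-MLLE for no effect and wells lacking GST-MLLE protein for full effect; some results filed as inactive read as strong as hits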
Rpn11 inh – Rpn11 (human) deubiquitinase inhibition | actives 0.59% (n = 360,000) | calls only at 20 µM | O00487 | human 26S proteasome, Ub4-pepOG fluorescence polarization; 20S core pre-blocked with epoxomicin;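 active = inhibition at 20 µM, scaled to each plate's controls, above about 33%, limit read from the data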
* = called active by the depositor; i = inactive; · = not tested or not shown. Not a hit list, and some 3.9% of all compounds hit somewhere here.

SMILES | SKN-1 block | Rin1-Abl PPI inh | Neddyl block | FAS-TE inh | MT1-MMP act inh | NadD block | CSN inh | MLLE-PAM2 inh | Rpn11 inh
O=C(Oc1ccc(-c2cnc3ccccc3n2)cc1)c1ccc(Br)o1 | 3 | 2 | i | 8 | 2 | -1 | 6 | -20 | i
CCCCCNC(=O)C(c1ccc(C(F)(F)F)cc1)n1c(=O)c(-c2ccco2)nc2ccccc21 (stereo not drawn) | -2 | · | i | · | -3 | · | 29 | · | ·
Cc1cccc(CC(=O)N2CCN(C(=O)c3ccco3)CC2)c1 | 9 | 0 | i | -4 | 2 | -2 | 4 | -1 | i
COCCN(C(=O)COC(=O)CSc1cc(C)ccc1C)c1c(N)n(Cc2ccccc2)c(=O)[nH]c1=O | 13 | -2 | i | -3 | 1 | -1 | 1 | -16 | i
CCO[C@H]1OC(C(=O)N2CCN(C)CC2)=C[C@@H](c2coc3ccccc3c2=O)[C@@H]1CCCO | 1 | 2 | i | -9 | 3 | -7 | -5 | 9 | i
Cc1ccc(C)c(NC(=O)CSc2nnc(-c3ccccc3)o2)c1 | 0 | -2 | i | -5 | 3 | -1 | 0 | 3 | i
CCOc1nc(NCCN2CCOCC2)nc(Nc2ccc([N+](=O)[O-])cc2)n1 | 13 | 6 | i | 10 | -5 | 0 | 0 | 9 | i
Cc1nnc(SCc2nc3ccccc3nc2C)s1 | -9 | -1 | i | 0 | 6 | -2 | -1 | 10 | i
Brc1ccc(-c2nc(-c3ccccc3)no2)o1 | 79* | -5 | i | 12 | -5 | -6 | 5 | -9 | i
O=C(CSc1n[nH]c(-c2cccs2)n1)N1CCOCC1 | 13 | 2 | i | -6 | 15 | 3 | -4 | -24 | i
CN1C(=O)/C(=C/c2cccc(Cl)c2)Sc2ccc(C(=O)NCc3cccnc3)cc21 | 6 | -4 | i | 9 | 3 | 10 | -5 | 12 | i
CCCCC(CC)C(=O)Nc1ccc(S(=O)(=O)Nc2nccs2)cc1 (stereo not drawn) | -6 | -1 | i | -4 | 2 | 1 | 6 | -11 | i
CC(NS(=O)(=O)c1ccc(Br)cc1)C(c1cccs1)N1CCOCC1 (stereo not drawn) | 7 | 0 | i | 0 | 6 | 2 | 0 | 3 | i
CCOC(=O)C1=NNC(=O)C1 | 10 | 0 | i | -9 | 1 | -2 | 7 | -9 | i
CC(C)Oc1ccc(/C=N/NC(=O)C2CCCN2S(=O)(=O)c2ccc(Cl)cc2)cc1 (stereo not drawn) | -2 | -1 | i | 11 | 2 | 2 | 1 | 3 | i
CCn1c(SCC(=O)N/N=C/C=C/c2ccccc2[N+](=O)[O-])nnc1-c1ccccc1 | -12 | -2 | i | -3 | -3 | 6 | -1 | 19 | i
CC(/C=N/n1c(-c2ccncc2)n[nH]c1=S)=C\c1ccco1 | 1 | -1 | i | 1 | -13 | 11 | 34 | -3 | i
Cc1ccc(NC(=O)c2cc(-c3ccc(C)o3)nc3ccccc23)cc1 | -7 | 6 | i | 6 | -5 | 24 | 4 | 10 | i
CC(=O)N1CCN(S(=O)(=O)c2cccc(C(=O)NNC(=O)COc3c(C)cccc3C)c2)CC1 | -7 | 5 | i | -6 | 0 | 3 | -2 | 6 | i
Cc1cc2c(cc1C)C(c1cccc([N+](=O)[O-])c1)CC(=O)N2 (stereo not drawn) | -5 | 3 | i | 60* | · | -1 | 1 | -1 | i
CC1=C(C(N)=O)C(c2ccccc2)n2nc(-c3cccc(C)c3)nc2N1 (stereo not drawn) | 8 | 1 | i | 3 | 1 | 3 | 2 | 2 | i
O=S(=O)(Nc1cc(Cl)ccc1-n1cncn1)c1ccc(F)cc1 | -3 | 4 | i | -5 | 0 | 5 | -2 | 10 | i
C=CCNC(=O)C(C)N1C(=O)c2ccccc2C1=O (stereo not drawn) | -8 | -1 | i | -14 | -1 | 0 | -1 | -4 | i
COc1ccc(/C=C/C(=O)NC(C)(C)C)cc1S(=O)(=O)N1CCOCC1 | 4 | -3 | i | -8 | 8 | 1 | 1 | -8 | i
O=[N+]([O-])c1ccc(N2CCN(c3nc(-c4ccc(Cl)cc4)cs3)CC2)cc1 | 2 | -1 | i | 26 | -1 | 9 | 4 | -6 | i

Structures from the list above that contain bromine:
SMILES | SKN-1 block | Rin1-Abl PPI inh | Neddyl block | FAS-TE inh | MT1-MMP act inh | NadD block | CSN inh | MLLE-PAM2 inh | Rpn11 inh
O=C(Oc1ccc(-c2cnc3ccccc3n2)cc1)c1ccc(Br)o1 | 3 | 2 | i | 8 | 2 | -1 | 6 | -20 | i
Brc1ccc(-c2nc(-c3ccccc3)no2)o1 | 79* | -5 | i | 12 | -5 | -6 | 5 | -9 | i
CC(NS(=O)(=O)c1ccc(Br)cc1)C(c1cccs1)N1CCOCC1 (stereo not drawn) | 7 | 0 | i | 0 | 6 | 2 | 0 | 3 | i

Back to the main list; the two compounds before the break are reprinted first.
SMILES | SKN-1 block | Rin1-Abl PPI inh | Neddyl block | FAS-TE inh | MT1-MMP act inh | NadD block | CSN inh | MLLE-PAM2 inh | Rpn11 inh
COc1ccc(/C=C/C(=O)NC(C)(C)C)cc1S(=O)(=O)N1CCOCC1 | 4 | -3 | i | -8 | 8 | 1 | 1 | -8 | i
O=[N+]([O-])c1ccc(N2CCN(c3nc(-c4ccc(Cl)cc4)cs3)CC2)cc1 | 2 | -1 | i | 26 | -1 | 9 | 4 | -6 | i
O=C(O)CSc1nnc(-c2ccc(Cl)cc2Cl)n1-c1ccc(Cl)cc1 | 7 | -1 | i | -8 | -2 | 5 | 2 | -112 | i
Cc1cc(C(=O)N/N=C/c2ccc(-c3cccc(Br)c3)o2)n[nH]1 | 18 | -7 | · | 6 | -1 | 5 | 3 | -14 | i
COc1ccc(NS(=O)(=O)c2cccc(C(=O)NNC(=O)NCCCl)c2)cc1 | -6 | 1 | i | -4 | 2 | -9 | -3 | -8 | i
CSc1ccccc1OCc1cc(C(=O)NC2CCOC2)no1 (stereo not drawn) | 16 | -2 | i | -3 | -3 | -3 | -3 | -5 | i
CCOC(=O)C1CCN(C(=O)CCC(=O)NCCc2ccc(Cl)cc2)CC1 | 10 | 5 | i | -3 | 4 | -5 | -2 | -2 | i
O=C(O)[C@H]1CCCC[C@H]1C(=O)Nc1ccc(S(=O)(=O)N2CCOCC2)cc1 | 20 | 3 | i | -6 | 2 | 0 | -5 | -10 | i
CCn1cc(/C=C(\NC(=O)c2ccccc2OC)C(=O)N2CCN(C)CC2)c2ccccc21 | -9 | -2 | i | -5 | -1 | -6 | -3 | 3 | i
O=C(NCc1ccccc1)c1ccc(CSc2ccccc2)o1 | 2 | 2 | i | 13 | 1 | -4 | -4 | -7 | i
CCOC(=O)CCCC(=O)Nc1ncnc2c1C(c1ccccc1)c1c(ccc3ccccc13)O2 (stereo not drawn) | -2 | 1 | i | 19 | -6 | -3 | 3 | 11 | i
Cc1oc(-c2ccc(Cl)cc2)nc1CN1CCC(C(=O)N2CCc3ccccc3C2)CC1 | -2 | 3 | i | 30 | 8 | 7 | -2 | 7 | i
COc1cc(C2C(C(N)=O)=C(C)Nc3nc(CCCO)nn32)cc(OC)c1OC (stereo not drawn) | -2 | 4 | i | -3 | 1 | 3 | 3 | 7 | i
COc1ccc(-n2c(COc3cccc4ccccc34)nnc2SCC#N)cc1 | -12 | 0 | i | 0 | -8 | 1 | -1 | -3 | i
CCCCNC(=O)Nc1nc(SCC(=O)OCC)n[nH]1 | -1 | 2 | i | -7 | 4 | 3 | 4 | 11 | i
O=C(COc1ccccc1[N+](=O)[O-])NCC1(N2CCCCC2)CCCCC1 | 17 | 0 | i | -6 | 4 | -3 | -4 | -2 | i
O=C(Cn1nnc(-c2ccc(CN3CCOCC3)cc2)n1)N(c1ccccc1)c1ccccc1 | -14 | 1 | i | 0 | -2 | 2 | 3 | -5 | i
CCOC(=O)[C@]12CCCC=C1N(Cc1ccco1)C(=O)[C@H](CC(=O)NCc1cccs1)C2 | -6 | · | i | -2 | 4 | 1 | -3 | · | ·
O=C(CCNS(=O)(=O)c1ccc(Br)cc1)NCC1CCCO1 (stereo not drawn) | 5 | 0 | i | -3 | 0 | 2 | 6 | 10 | i
Cc1ccc(NC(=O)C2CCN(S(=O)(=O)c3ccccc3)CC2)cc1 | 6 | 2 | i | 5 | 6 | -4 | -4 | 5 | i
CC(=O)Nc1ccc(S(=O)(=O)NNC(=O)c2cc3c4ccccc4n(C)c3s2)cc1 | 20 | -4 | i | 2 | -6 | 14 | 0 | -13 | i
COc1cc(SC)ccc1C(=O)Nc1ccc2c(c1)OCO2 | -2 | 4 | i | 4 | 3 | 2 | 8 | -5 | i
C=CCC[C@H](Cc1ccc(F)cc1)C(=O)OC[C@H]1CCCN1C(=O)[C@@H](CC=C)CC(=O)NCCO | 2 | 6 | i | -7 | -3 | 2 | -2 | -9 | i
CCOCCCNC(=O)c1ccc(OC(C)=O)cc1 | 20 | 0 | i | -7 | 4 | 7 | -2 | 3 | i
Cc1cccc(-c2c3c(=O)n(C)c(=O)n(C)c3cn2CC2CCCO2)c1 (stereo not drawn) | -32 | -4 | i | -4 | 5 | 0 | 0 | 2 | i
CCOCCCNC1=C(Cl)C(=O)c2ccccc2C1=O | 32 | -13 | i | 24 | 11 | -2 | 4 | 32 | i
CC1(C)C(=O)Nc2ccccc2N1C(=O)COc1ncnc2ccccc12 | 15 | -1 | i | -3 | -6 | 4 | 0 | -8 | i

Just CSN inh, for two of the compounds above:
| canonical_smiles | CSN inh |
| --- | --- |
| O=C(Cn1nnc(-c2ccc(CN3CCOCC3)cc2)n1)N(c1ccccc1)c1ccccc1 | 3 |
| CCOC(=O)[C@]12CCCC=C1N(Cc1ccco1)C(=O)[C@H](CC(=O)NCc1cccs1)C2 | -3 |
